# LEDGF integ inh = blockers of LEDGF/p75-dependent integrase strand transfer – biochemical, TR-FRET, high throughput, primary screen; HIV-1 integrase (with human LEDGF/p75); inhibition, % at 3.7 µM; TR-FRET IN-LEDGF/p75 DNA integration, Eu/Cy5; 0.64% of 370,000 active;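 active = inhibition above the screen-wide mean plus 3 SD, cut at about 13% in these data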;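 also: signal is the Cy5 over europium emission ratio at 671 and 618 nm; 0% = plate median of compound wells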
# ASAP1 inh = inhibitors of human ASAP1 ArfGAP activity, primary screen, biochemical, fluorescence polarization; Arf-GAP with SH3 domain, ANK repeat and PH domain-containing protein 1 (Homo sapiens), …; ASAP1-stimulated ARF1 GTP hydrolysis, GDP FP detection; inhibition, % at 16.5 µM; 0.19% of 360,000 active; AID 624377, 2012; in the data active = inhibition above about 25%;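 also: 0% = vehicle with enzyme and substrate and 100% = no enzyme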
# ADAM10 inh = human ADAM10 inhibitors, primary screen, biochemical, QFRET, HTS; Disintegrin and metalloproteinase domain-containing protein 10 (Homo sapiens), O14672; recombinant ADAM10, EDANS/DABCYL FRET peptide cleavage, 3 h; inhibition, % at 7 µM; 0.62% of 370,000 active;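 active = inhibition above a per-campaign cutoff equal to the mean of compounds falling between control-based bounds plus 3 SD, cut at about 20% in these data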;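 also: 0% = DMSO wells while the 100% control is not disclosed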
# KLK7 zymogen act = proKLK7 zymogen activators, primary screen, biochemical, fluorescence intensity. purified proKLK7, EDANS-DABCYL substrate fluorescence; 100% is mature enzyme control, 0% vehicle. Kallikrein-7 (Homo sapiens), P49862. 0.9% of 370,000 active. activation, % at 7 µM;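 active = activation above the mean of all tested compounds plus 3 SD, computed per campaign excluding outliers beyond control limits, cut at about 13% in these data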
# Target sequence (P49862 whole entry, looked up): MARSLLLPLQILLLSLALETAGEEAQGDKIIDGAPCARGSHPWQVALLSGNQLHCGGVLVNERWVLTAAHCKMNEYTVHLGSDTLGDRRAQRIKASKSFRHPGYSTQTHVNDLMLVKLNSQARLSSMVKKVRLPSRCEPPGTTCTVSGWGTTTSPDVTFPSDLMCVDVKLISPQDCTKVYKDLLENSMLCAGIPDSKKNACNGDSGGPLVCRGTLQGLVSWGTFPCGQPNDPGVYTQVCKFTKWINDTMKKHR
# Tn6 DDE FP = inhibitors of Tn6 peptide binding to fibrin DD(E), primary screen, biochemical, fluorescence polarization, human fibrin, Tn6 probe | Fibrinogen beta chain (Homo sapiens), P02675 | Fibrin DD(E) TRITC-Tn6 fluorescence polarization displacement | 0.21% of 370,000 active | inhibition, % at 8.3 µM;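 active = inhibition above a per-campaign cutoff: mean of compounds within control limits plus 3 SD, cut at about 15% in these data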;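 also: 0% = median of all compound wells on the plate and 100% = blocking peptide control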
# Target sequence (P02675 whole entry, looked up): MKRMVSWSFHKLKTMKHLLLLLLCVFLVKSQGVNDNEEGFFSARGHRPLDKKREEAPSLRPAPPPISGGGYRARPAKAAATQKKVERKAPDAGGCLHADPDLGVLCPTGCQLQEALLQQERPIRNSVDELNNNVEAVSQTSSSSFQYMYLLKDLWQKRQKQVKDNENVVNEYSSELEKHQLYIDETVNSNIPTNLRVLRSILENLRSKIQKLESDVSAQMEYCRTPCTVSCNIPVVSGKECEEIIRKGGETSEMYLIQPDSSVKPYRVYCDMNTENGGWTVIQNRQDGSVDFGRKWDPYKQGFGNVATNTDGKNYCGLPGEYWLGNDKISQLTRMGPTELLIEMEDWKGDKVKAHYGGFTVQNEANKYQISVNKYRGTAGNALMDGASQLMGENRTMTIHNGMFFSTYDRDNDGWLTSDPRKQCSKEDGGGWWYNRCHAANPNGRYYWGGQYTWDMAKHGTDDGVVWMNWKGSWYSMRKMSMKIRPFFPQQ
# ARFGAP1 inhibitor = inhibitors of rat ARFGAP1 GAP activity, primary screen, biochemical, fluorescence polarization, GDP tracer | Arfgap1-stimulated ARF1 GTP hydrolysis, GDP FP detection | inhibition, % at 16.5 µM | 0.26% of 360,000 active | AID 651572, 2012;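 active = inhibition above a per-plate limit, mean inhibition of low control wells plus 3 SD, cut at about 25% in these data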;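 also: 0% = DMSO wells with enzyme and 100% = wells lacking Arfgap1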
# Target sequence (Q62848 1-136 limits assumed): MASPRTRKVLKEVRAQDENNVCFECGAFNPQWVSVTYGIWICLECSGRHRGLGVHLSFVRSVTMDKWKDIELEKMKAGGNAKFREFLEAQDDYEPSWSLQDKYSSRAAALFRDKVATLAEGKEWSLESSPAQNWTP
#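 System: truncated rat Arfgap1 GAP domain / Medium: HEPES-based buffer, pH 7.5 / Also added: N-terminally truncated human ARF1-GTP substrate / Incubation: enzyme reaction 120 min at 25 °C after 20 min preincubation / Measured by: FP of antibody-bound GDP Alexa 633 tracer, ex 620/em 688 nm / Replicates: singlicate, each compound tested once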
# DDE Tn7 FP inh = inhibitors of Tn7 peptide binding to fibrin DD(E), primary screen, biochemical, fluorescence polarization, human fibrin, Tn7 probe; Fibrinogen beta chain (Homo sapiens), P02675; FP displacement of FITC-Tn7 peptide from fibrin DD(E); 0% = median of compound wells per plate; inhibition, % at 8.3 µM; 0.13% of 370,000 active; AID 720508, 2013;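 active = inhibition above the mean of compounds falling within the control limits plus 3 SD of them, cut at about 14% in these data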;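 also: 0% = plate median of compound wells and 100% = 10 µM Aha-Tn7 peptide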
#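 assay system = human clot-derived fibrin DD(E) complex | quantity = Fibrin-DD(E) at 2 µM final | timing = 10 min preincubation, 3 h with tracer, room temperature | signal = fluorescence polarization | measure = percent inhibition | benchmarks = high control wells with 10 µM unlabelled Aha-Tn7 peptide (full inhibition) | replicates = singlicate testing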
# ADAM17 inh = ADAM17 inhibitors, primary screen, biochemical, QFRET; Disintegrin and metalloproteinase domain-containing protein 17 (Homo sapiens), P78536; recombinant ADAM17, EDANS/DABCYL FRET peptide cleavage; inhibition, % at 6.95 µM; 0.83% of 370,000 active; AID 720648, 2013;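 active = inhibition above the mean of compounds lying between control limits plus 3 SD, set per campaign, cut at about 8.5% in these data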;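 also: 0% = DMSO-only wells as the low control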
# TDP2 inh = human TDP2 enzyme inhibitors, primary screen, biochemical, epi absorbance, recombinant enzyme | Tyrosyl-DNA phosphodiesterase 2 (Homo sapiens), O95551 | T5PNP hydrolysis, p-nitrophenol absorbance 415 nm | inhibition, % at 12.8 µM | 0.34% of 370,000 active;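 active = inhibition above the mean of all tested compounds plus 3 SD, set per campaign, cut at about 25% in these data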;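 also: 0% = DMSO with enzyme and 100% = buffer with substrate but no TDP2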
#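 Assay system: Recombinant human TDP2 | Quantity: 120 nM TDP2 per well | Incubation: 2 h at 37 °C | Signal: Epi absorbance | Evaluation: Percent inhibition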
# PLCg1 inh = PLC-gamma1 enzyme inhibitors, primary screen, biochemical, fluorescence, purified enzyme; 1-phosphatidylinositol 4,5-bisphosphate phosphodiesterase gamma-1 (Homo sapiens), P19174; fluorogenic substrate; inhibition, % at 12.2 µM; 0.84% of 370,000 active; AID 720700, 2013; in the data active = inhibition above about 9.5%
# * = called active by the depositor; i = inactive. Hits appear at their usual frequency, and some 4.2% of all compounds hit somewhere here.
SMILES,LEDGF integ inh,ASAP1 inh,ADAM10 inh,KLK7 zymogen act,Tn6 DDE FP,ARFGAP1 inhibitor,DDE Tn7 FP inh,ADAM17 inh,TDP2 inh,PLCg1 inh
O=S(=O)(O)C(c1ccccc1)C1(O)CCCCC1 (stereo unspecified),3,-9,5,0.0,-2,-4,3,3,4,5
COc1ccc2oc(C(=O)OCC(=O)N(C)CC(=O)Nc3ccc(F)cc3)c(C)c2c1,-1,1,-150,-0.9,-2,-5,-3,-43,1,-94
COc1ccc(-c2cnc(C(O)c3ccc(CN4CCCCC4)cc3)[nH]2)cc1 (stereo unspecified),0,-3,10,1.0,4,1,2,3,1,-4
Cn1nc2c3ccccc3n(Cc3ccc(F)cc3)c2nc1=S,6,-9,-4,0.7,5,2,-7,-2,1,2
O/N=C(/CN(O)/C=C1/C=CC=N1)c1cccs1,-1,-4,0,0.0,-3,7,-2,-2,8,1
COc1cc(/C=N/NC(=O)c2ccc(N)cc2)ccc1OC(=O)c1cccc(C)c1,4,19,5,-1.7,-4,2,4,-2,-3,-30
O=C(Nc1ccnn1C1CCN(CCCc2ccccc2)CC1)c1ccccc1Cl,3,24,-9,0.3,1,5,-5,0,0,1
CC(C)c1ccc(OCC(=O)Nc2ccncc2)cc1,1,-7,-1,-0.7,-6,-9,-1,-1,21,3
O=C(Cc1cccs1)Nc1nc(-c2ccc(F)cc2F)cs1,3,2,16,-0.4,-8,22,5,14*,-24,13*
COc1cc(=O)[nH]c(SCC(=O)Nc2nc3c(s2)CCCC3)n1,-9,-4,-9,-0.5,5,2,2,-3,-4,1
COc1ccc(NS(=O)(=O)N2CCCCC2)cc1,8,0,1,-0.3,-3,8,-5,-3,9,-1
Cc1ccc(NC(=O)c2ccc(OC(F)(F)F)cc2)cc1S(=O)(=O)N(C)C,-1,16,14,-0.2,-7,14,-8,7,-15,3
O=C(CN(c1ccc(F)cc1)S(=O)(=O)c1ccc2c(c1)OCCO2)Nc1cccnc1,3,12,-7,0.0,-7,7,5,-5,-7,1
COc1ccc(C(C)=O)cc1Cn1c(C)c(C(=O)NCc2cccc(Cl)c2)sc1=O,-1,3,-11,0.2,-6,9,-6,2,-4,2
COc1cc2ccccc2cc1C(=O)NC(=S)Nc1nnn(C)n1,5,7,-10,0.0,-1,6,2,-3,1,-5
CC(C)OC(=O)CC12CN(C)CC(CC(=O)OC(C)C)(CN(C)C1)C2=O,2,4,-5,-0.1,-6,5,-7,-2,-4,0
CCCCNC(=O)CCc1nc2cccnc2n1Cc1ccc(OC)cc1,-4,17,-22,0.1,-7,9,-2,-1,-7,4
CCn1c(Sc2ccc([N+](=O)[O-])cn2)nnc1-c1ccco1,0,-1,8,-0.7,-1,1,-14,3,-10,6
CSc1ccc(Cl)c(C(=O)N2CCOc3ccccc32)c1,-1,6,7,0.6,-1,5,-3,5,-7,2
O=c1cc(O)c2ccccc2n1Cc1ccccc1F,-4,8,1,0.3,6,-2,0,-4,4,-2

# 5 compounds drawn at random from the list so far:
SMILES,LEDGF integ inh,ASAP1 inh,ADAM10 inh,KLK7 zymogen act,Tn6 DDE FP,ARFGAP1 inhibitor,DDE Tn7 FP inh,ADAM17 inh,TDP2 inh,PLCg1 inh
O=C(CN(c1ccc(F)cc1)S(=O)(=O)c1ccc2c(c1)OCCO2)Nc1cccnc1,3,12,-7,0.0,-7,7,5,-5,-7,1
COc1cc(=O)[nH]c(SCC(=O)Nc2nc3c(s2)CCCC3)n1,-9,-4,-9,-0.5,5,2,2,-3,-4,1
O=S(=O)(O)C(c1ccccc1)C1(O)CCCCC1 (stereo unspecified),3,-9,5,0.0,-2,-4,3,3,4,5
O=C(Nc1ccnn1C1CCN(CCCc2ccccc2)CC1)c1ccccc1Cl,3,24,-9,0.3,1,5,-5,0,0,1
Cn1nc2c3ccccc3n(Cc3ccc(F)cc3)c2nc1=S,6,-9,-4,0.7,5,2,-7,-2,1,2

# The list continues.
SMILES,LEDGF integ inh,ASAP1 inh,ADAM10 inh,KLK7 zymogen act,Tn6 DDE FP,ARFGAP1 inhibitor,DDE Tn7 FP inh,ADAM17 inh,TDP2 inh,PLCg1 inh
Cc1cc(-c2csc(N)n2)c(C)n1CCc1ccccc1,7,-3,-11,-0.7,-7,17,1,2,4,-20
CC(/C=N/n1c(COc2ccccc2)n[nH]c1=S)=C\c1ccco1,3,7,-5,0.4,-6,1,1,-3,2,0
Cc1ccc2nc(NC(=O)c3cc(-c4ccco4)nc4ccccc34)sc2c1,4,-2,-284,0.5,-4,-5,9,-61,2,-89
COc1ccc(C2C3=C(CC(C)(C)CC3=O)Nc3c2c(=O)[nH]c(=O)n3Cc2ccccc2)cc1OC (stereo unspecified),1,14,-109,-43,1,-8,1,-32,-22,-66
CC1(C(=O)Nc2ccccc2Br)CCN1C(=O)CC1CC1 (stereo unspecified),-3,-8,-13,-0.7,-6,1,5,-3,0,-2
c1ccc(Nc2nc(Nc3ccccc3)nc(N3CCNCC3)n2)cc1,0,-3,-1,0.0,1,2,-3,1,14,4
Cc1ccc(-n2c(Cc3ccccc3)n[nH]c2=S)cc1,-1,-6,-4,0.2,-2,17,-3,-3,3,0
Cc1ccc(NC(=O)COC(=O)CN2CCSC2=O)cc1Cl,-3,17,-9,0.3,-1,2,-6,-5,-2,2
CCC(Oc1ccccc1)C(=O)N(Cc1ccccc1)c1ccccn1 (stereo unspecified),-2,-13,11,0.0,4,0,5,1,-6,8
CC(C)C[C@H]1CNC(=S)N1C[C@H]1CCCN1C[C@H](Cc1ccc(O)cc1)N1C[C@H](Cc2ccccc2)N(CC2CCCCCC2)C1=S,0,-7,4,0.7,1,9,-5,-2,0,2
COc1ccccc1-c1sc2cc3c(cc2c1C#Cc1ccccn1)OCO3,-1,2,-149,-27,-3,-3,0,-51,11,-175
O=C(NCCO)c1ccc2c3n(nc2c1)-c1ccccc1CO3,1,-9,-161,5.3,2,-6,-2,-44,3,-109
Nc1nonc1-n1nnc(C(=O)N/N=C/c2ccccc2Cl)c1-c1ccccc1,-5,-1,3,0.8,3,7,3,-1,-10,0
Cc1cc(C)nc(SCC(=O)N/N=C/c2ccc3c(c2)OCO3)n1,-1,-1,-17,-0.6,5,-1,-2,-2,1,0
OCC[C@@H]1C[C@@H](O)[C@H](O)[C@@]2(CCCCO2)O1,-1,12,-2,-0.5,-2,3,7,-2,2,0
Cc1ccccc1N(C(=O)c1snc(C(N)=O)c1N)C(C(=O)NC1CCCC1)c1ccco1 (stereo unspecified),1,1,i,3.7,-2,5,-4,-232,8,-154
CCC1(c2ccc(F)cc2)NC(=O)N(CC(=O)N2c3ccccc3CC2C)C1=O (stereo unspecified),3,-2,3,-0.3,-11,6,-6,2,-1,5
Cc1cccc(NC(=O)CSc2nnc(-c3ccncc3)n2C)c1,-1,1,1,-0.2,13,-1,1,0,15,1
CN(CC(=O)Nc1ccc(F)cc1)C(=O)c1ccncc1,1,-13,-7,0.2,6,-15,8,0,7,0
C/C(=N\Nc1cc(N2CCCCC2)nc(C)n1)c1ccc(Br)cc1,-3,8,4,-0.4,-5,-3,5,-7,-4,-4
CCCCC1SC(N)=NC1=O (stereo unspecified),-6,-5,-7,0.2,-6,5,2,-3,7,2
Cc1ccc(C2CN(CCC(N)=O)C(=O)CO2)cc1 (stereo unspecified),0,-5,0,-0.1,8,-6,5,0,-1,-1
OCCC1CN(Cc2cnc(N3CCCC3)s2)CCN1C1CCCC1 (stereo unspecified),0,-2,-11,-0.1,1,-6,-4,-7,-2,0
COc1ccc(C(=O)O/N=C(\N)c2cccc(C)c2)cc1OC,-1,-1,18,-0.4,3,-7,3,0,-7,2
O=C(O)Cc1ccc(NS(=O)(=O)c2ccc3ccccc3c2)cc1,3,-9,0,0.2,-1,18,-9,1,-5,2
COc1ccccc1N/C(=N/S(=O)(=O)c1ccc(C)cc1)c1ccccc1,-4,8,2,-0.5,1,-4,8,1,-6,1
CCOc1ccc(C(=O)Oc2cc(C)[nH]c(=O)c2[N+](=O)[O-])cc1,1,-2,-10,-0.9,-2,4,7,-2,-9,4
CCOC(=O)c1c(NC(=O)C(C)Sc2cn(C)c3ccccc23)sc2c1CCC2 (stereo unspecified),0,14,6,-0.5,-2,6,-5,-2,-8,0
Cc1ccc(CN(C(=O)COc2ccc(C)c(C)c2)C2CCS(=O)(=O)C2)o1 (stereo unspecified),-8,0,1,-0.2,11,3,6,0,-20,-1
O=C(COC(=O)C1CCN(S(=O)(=O)c2cccs2)CC1)Nc1ccc(F)cc1Cl,-4,-6,6,0.1,-3,8,1,8,-4,3
O=C(Cn1c(-c2ccccc2Cl)nc2ccccc21)Nc1cccc(Cl)c1,3,-2,-3,-0.6,5,6,-5,-1,-1,2
Cn1cccc1C(=O)N1CCN(c2cccc(C(F)(F)F)c2)CC1,-1,-2,-3,-0.3,6,10,0,0,-5,1
Cc1ccc2c(c1)c(/C=C/c1cc[n+](C)cc1)c(C)n2C,-4,13,8,0.6,-2,-11,-87,5,-5,-98
CC1(C)C(=O)Nc2ccccc2N1C(=O)COC(=O)Cc1ccc(Cl)c(Cl)c1,0,11,-2,0.2,-8,5,6,-1,3,0
CCOC(=O)C(NC(=O)Nc1ccc(O)cc1)(c1ccccc1)C(F)(F)F (stereo unspecified),1,2,2,0.2,1,11,-12,4,-12,0
O=C(c1ccc(S(=O)(=O)Nc2cccc(C(F)(F)F)c2)cc1)N1CCOCC1,1,6,-1,-0.8,1,-4,-1,-5,11,0
CC1(C)CC2CC(C)(CN2C(=O)COC(=O)Cn2[nH]c(=O)c3ccccc3c2=O)C1 (stereo unspecified),-2,3,-2,0.0,-1,-14,3,1,5,0

# Screening results: PubChem, The Scripps Research Institute Molecular Screening Center
